CHO parental Ca = ATP-evoked calcium signal inhibitors, parental CHO, primary screen, counter-screen for OX1R antagonist project, cell-based, fluorescence, Fluo-8 calcium dye. parental CHO-K1, ATP-induced calcium, Fluo-8 fluorescence. inhibition, % at 5.6 µM. actives 0.63% (n = 330,000);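 active = inhibition above that plate's mean sample inhibition plus 3 SD, cut at about 26% in these data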;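 also: 0% = ATP-challenged DMSO wells and 100% = DMSO wells without ATP; some compounds past the cut are filed as inactive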
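Assay system – parental CHO cells · Reagent – ATP stimulus · Detection – intracellular calcium via Fluo-8 no-wash fluorescent dye · Evaluation – percent inhibition of ATP-evoked calcium rise, normalized to controls · Controls – ATP wells versus no-ATP DMSO wells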
CHO-K1 Ca antag = nonselective inhibitor or artifact in parental CHO-K1 cells. actives 0.6% (n = 360,000). ATP-induced calcium, Fluo-8 fluorescence. inhibition, % at 3 µM;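 active = inhibition above a per-plate cutoff, the plate's mean sample inhibition plus 3 SD, cut at about 24% in these data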;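 also: 0% = DMSO plus EC80 ATP and 100% = DMSO alone without ATP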
CHRM1 PAM = human M1 muscarinic receptor positive allosteric modulators, primary screen, CHO-K1 cells, Fluo-8 calcium fluorescence, 1536-well; actives 0.088% (n = 360,000); activation, % at 3 µM; Muscarinic acetylcholine receptor M1 (Homo sapiens), P11229; CHO-K1 hM1, ACh EC20; 0% = ACh EC20, 100% = maximal ACh; in the data active = activation above about 19%, passing the limit was not always enough
M1 antag = human M1 muscarinic receptor antagonists, primary screen, CHO-K1 cells, Fluo-8 calcium fluorescence, 1536-well. Muscarinic acetylcholine receptor M1 (Homo sapiens), P11229. AID 588852, 2011. actives 1.3% (n = 360,000). CHO-K1 hM1, ACh EC80 antagonist. inhibition, % at 3 µM;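 active = percent inhibition above its own plate's cutoff, namely the mean of that plate's compound wells plus 3 SD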;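 also: peak over basal fluorescence ratio during 140 s after agonist addition; 0% = ACh EC80 plus DMSO and 100% = DMSO alone without agonist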
CHRM4 antagonist = human M4 muscarinic receptor antagonists, primary screen, CHO cells, Fluo-8 calcium fluorescence; Muscarinic acetylcholine receptor M4 (Homo sapiens), P08173; CHO-hM4 cells, ACh EC80; inhibition, % at 3 µM; actives 0.73% (n = 360,000);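 active = inhibition above its plate's cutoff, the mean inhibition of sample wells plus 3 SD, cut at about 27% in these data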;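 also: 0% = acetylcholine EC80 with DMSO and 100% = DMSO without agonist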
Target sequence (P08173 whole entry, looked up): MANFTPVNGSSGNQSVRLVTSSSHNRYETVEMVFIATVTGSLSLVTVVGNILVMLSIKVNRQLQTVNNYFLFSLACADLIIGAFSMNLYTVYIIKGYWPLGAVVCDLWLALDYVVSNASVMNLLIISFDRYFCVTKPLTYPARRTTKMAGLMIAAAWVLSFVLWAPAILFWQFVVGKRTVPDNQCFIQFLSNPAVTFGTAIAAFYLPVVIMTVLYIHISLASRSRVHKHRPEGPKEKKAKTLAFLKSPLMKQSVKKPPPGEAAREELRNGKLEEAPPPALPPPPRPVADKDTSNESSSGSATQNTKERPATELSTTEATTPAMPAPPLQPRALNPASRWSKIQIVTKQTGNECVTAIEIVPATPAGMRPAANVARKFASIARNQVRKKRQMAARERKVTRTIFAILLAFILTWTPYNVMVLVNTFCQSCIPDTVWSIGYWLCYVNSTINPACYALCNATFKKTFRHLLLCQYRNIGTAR
OXTR potentiator = human OXTR potentiators, primary screen, fluorescence, CHO-OTR cells, Fluo-8 calcium. Oxytocin receptor (Homo sapiens), P30559. Fluo-8 calcium fluorescence, potentiator mode; 0% = oxytocin EC15, 100% = EC100. activation, % at 3 µM. actives 0.061% (n = 320,000);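 active = activation above that plate's cutoff, the mean activation of tested compounds plus 3 SD, cut at about 6.6% in these data, passing the limit was not always enough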;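 also: 100% uses oxytocin at 75 nM as the full agonist control; some results filed as inactive read as strong as hits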
Target sequence (P30559 whole entry, looked up): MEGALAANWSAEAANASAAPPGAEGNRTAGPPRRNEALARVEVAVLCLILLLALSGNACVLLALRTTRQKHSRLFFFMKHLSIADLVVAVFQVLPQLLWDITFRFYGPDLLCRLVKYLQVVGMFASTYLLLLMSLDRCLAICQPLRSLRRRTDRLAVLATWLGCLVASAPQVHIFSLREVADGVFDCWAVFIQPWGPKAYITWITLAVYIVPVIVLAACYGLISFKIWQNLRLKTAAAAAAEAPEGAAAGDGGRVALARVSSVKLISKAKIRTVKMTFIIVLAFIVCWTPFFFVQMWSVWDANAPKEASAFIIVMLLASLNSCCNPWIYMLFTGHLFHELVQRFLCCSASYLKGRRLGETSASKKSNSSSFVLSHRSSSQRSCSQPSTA
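test system = CHO-OTR cells, human receptor | compound = single-point 3.0 µM | schedule = 6 min compound pre-incubation at room temperature, 100 s kinetic read | signal = Fluo-8 no-wash calcium dye fluorescence, excitation 470-495 nm, emission 515-575 nm | repeats = single well per compound, singlicate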
CHRM4 agonist = human M4 muscarinic receptor agonists, primary screen, CHO-K1 cells, Fluo-8 calcium fluorescence. Muscarinic acetylcholine receptor M4 (Homo sapiens), P08173. CHO-K1 hM4/Gqi5; vehicle 0%, full acetylcholine response 100%. activation, % at 3 µM. actives 0.14% (n = 360,000). AID 624127, 2012;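 active = activation above the run mean over all test wells plus 3 SD, cut at about 32% in these data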;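 also: peak over basal fluorescence ratio per well then scaled between controls; 0% = DMSO wells and 100% = acetylcholine at EC100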
CHRM1 agonist = human M1 muscarinic receptor agonists, primary screen, Fluo-8 calcium fluorescence, CHO-K1 cells, HTS; Muscarinic acetylcholine receptor M1 (Homo sapiens), P11229; CHO-K1 hM1, agonist mode; 0% DMSO, 100% acetylcholine EC100; activation, % at 3 µM; actives 0.33% (n = 360,000); AID 588814, 2011;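 active = activation above the run's mean compound activation plus 3 SD, cut at about 16% in these data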;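 also: peak over basal fluorescence ratio within a 140 s kinetic read after compound addition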
CHO-K1 Ca ag = counter-screen for M1 agonists: effect in parental CHO-K1 cells. Fluo-8 calcium fluorescence; scaled to maximal ATP response, vehicle zero. activation, % at 3 µM. actives 0.48% (n = 360,000); in the data active = activation above about 15%;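 also: untransfected CHO-K1 host cells lacking M1 receptor as counterscreen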
* marks the source's active call; other numbers are inactive results; / = no result given; & = joins results of further samples.

SMILES	CHO parental Ca	CHO-K1 Ca antag	CHRM1 PAM	M1 antag	CHRM4 antagonist	OXTR potentiator	CHRM4 agonist	CHRM1 agonist	CHO-K1 Ca ag
CCN(CC)c1nc(C(F)(F)F)nc2c1nnn2Cc1ccccc1	-15	-9	1	-6	4	-2	-1	-7	0.9
CCNC(=O)CSc1nnc(-c2cccs2)o1	-7	-6	12	-9	-2	-6	1	-9	0.4
COc1cccc2c1OC1(C)CC2/C(=C(\C)O)C(=O)N1 (stereo not given)	-10	-2	3	-8	-12	0	0	-4	-0.3
Cc1nnc(SC(C)C(=O)Nc2ccc(Cl)cn2)n1Cc1ccccc1 (stereo not given)	-22	-10	5	-6	-5	-1	1	-5	0.3
CCCCNc1c(-c2cccc(SC(C)CC)c2)nc2ccc(Cl)cn12 (stereo not given)	-20	-19&-7	10	-8	3&-5	10	2&3	-4	0.3&2.1
CC1CCN(Cc2c(O)ccc3c2O/C(=C\c2ccco2)C3=O)CC1	-11	-4	5	-7	-13	6	1	-4	0.5
Cc1cc(C)cc(NC(=O)Cn2cc(C=O)c3ccccc32)c1	/	0	1	-13	-9	/	4	0	1.2
CCc1ccc(NC(=O)CSc2nnc(Cc3cccn3C)n2-c2ccc(OC)cc2)cc1	-12	-5	13	-16	1	-6	-1	-4	0.1
C=CCn1c(SCC(=O)Nc2ccccc2)nc2scc(-c3cccs3)c2c1=O	-4	22	6	6	2	-5	0	1	-0.6
O=C(Nc1cc(C(F)(F)F)ccc1Cl)c1ccc(NC(=O)C(F)(F)F)cc1	-5	4	1	2	-2	-6	8	-4	2.1
COc1cccc(NC(=O)c2nc(S(C)(=O)=O)ncc2Cl)c1	8	1	-6	16	36*	-5	-1	-4	-1.1
Cc1cccc(NC(=O)CSCC(=O)Nc2ccccc2N2CCCC2)c1	-20	-4	2	-1	-14	-8	10	-3	6.1
CCC(CC)C(=O)Nc1cccc(C(=O)Nc2ccc3c(c2)OCO3)c1	-3	-13	-5	5	5	-4	6	-4	2.8
CCN(CC)CC(=O)NC1CCCc2c1cnn2-c1cc(F)cc(F)c1 (stereo not given)	-12	-2	5	-7	8	-7	0	-8	1.3
Cn1c(CCC(=O)OCC(=O)NCc2ccc3c(c2)OCO3)nc(=O)c2ccccc21	-8	-4	0	13	1	-4	0	-1	8.5
O=C(O)CSc1nc(-c2ccc(Cl)cc2)nc2c1oc1ccccc12	-7	-9	-2	5	-10	-7	0	-4	-0.3
COc1ccc(C(=O)COC(=O)c2cc(S(=O)(=O)NCc3ccccc3)ccc2O)cc1	-9	-4	-5	14	-44	-22	6	-5	0.5
COCCN(C(=O)COC(=O)c1ccc(Cl)nc1)c1c(N)n(Cc2ccccc2)c(=O)[nH]c1=O	-15	-8	10	-15	-10	-10	1	-2	1.5
CC(C)Cc1nnc(NC(=O)c2ccncc2)s1	4	-8	5	-21	-1	-11	1	-1	-0.1
CCc1nccn1CCC(=O)N1CCCC(N2CCN(c3ccccc3C)CC2)C1 (stereo not given)	-17	1	8	-17	-8	-7	1	-5	1.6
CC(=O)c1ccc(-c2ccccc2OC(F)(F)F)o1	-7	-8	5	-13	5	-2	1	-2	0.8
CCN(CC)CC(=O)NN(Cc1ccccc1)c1ccccc1	-23	11	-7	24	-7	-9	0	-8	-0.4
CCCC(=O)N(c1ccc(OCC)cc1)C1C=CS(=O)(=O)C1 (stereo not given)	1	-15	1	-3	2	-4	-1	-4	0.5
COc1cc(/C=C2\Oc3ccc(C#Cc4ccc(O)cc4)cc3C2=O)cc(OC)c1	13	-9	5	1	7	-5	1	-1	-0.1
CCCS(=O)(=O)C(=C(Nc1ccccc1)Nc1ccccc1)S(=O)(=O)CCC	-23	-6	2	5	0	-2	-2	-2	-0.8
CC1(C)CC(=O)C=C(c2ccccc2-c2ccc3cc[nH]c3c2)C1=O	/	4	8	-20	-1	/	4	-3	1.0
COc1ccc(-c2ccnc(-c3ccc(O)cc3)n2)cc1	-16	-5	9	-11	-2	-5	1	-7	0.2
Cc1nn(C)c(C(=O)NC(=S)Nc2ccccc2Br)c1Cl	-29	3	4	-4	-10	-8	1	-1	0.3
CCOC(=O)COn1c(=O)c(-c2ccc(C)cc2)[n+]([O-])c2ccccc21	-3	-9	18	-9	4	-6	0	1	-0.5
O=C(Nc1ccc2c(c1)OCO2)c1csc([C@H]2C[C@H](O)[C@@H](CO)O2)n1	/	-6	7	-9	-20	/	1	-2	0.4
OC(COc1ccc2c(c1)OCO2)CN1CCc2ccccc2C1 (stereo not given)	-10	-23	9	-19	-2	-1	2	-13	1.0
O=C(c1ccc([N+](=O)[O-])cc1)N1CCCC1	4	-22	14	-20	-1	-20	1	-3	1.1
CCN(C(=O)COC(=O)c1ccc([N+](=O)[O-])o1)c1cccc2ccccc12	-7	-3	7	-5	-7	-5	3	-3	0.6
CC(=O)N1CCN(C(=O)c2cccc(S(=O)(=O)N3CCN(c4ccccc4)CC3)c2)CC1	-18	-16	15	-13	-2	1	1	-1	1.4
O=C(CCn1cccn1)Nc1ccc2c(c1)OCCO2	0	-9	2	-5	-10	-6	1	-3	0.8
Cc1ccccc1NC(=O)/C(=C/c1cccs1)NC(=O)c1ccco1	-14	1	-3	-15	-5	-1	2	-3	-0.2

2 records picked at random from the list so far:
SMILES	CHO parental Ca	CHO-K1 Ca antag	CHRM1 PAM	M1 antag	CHRM4 antagonist	OXTR potentiator	CHRM4 agonist	CHRM1 agonist	CHO-K1 Ca ag
Cc1nn(C)c(C(=O)NC(=S)Nc2ccccc2Br)c1Cl	-29	3	4	-4	-10	-8	1	-1	0.3
O=C(c1ccc([N+](=O)[O-])cc1)N1CCCC1	4	-22	14	-20	-1	-20	1	-3	1.1

Next section:
SMILES	CHO parental Ca	CHO-K1 Ca antag	CHRM1 PAM	M1 antag	CHRM4 antagonist	OXTR potentiator	CHRM4 agonist	CHRM1 agonist	CHO-K1 Ca ag
COc1ccc(-c2nc3c(s2)CN(S(C)(=O)=O)CC3)cc1OC	/	-11	3	-3	-7	/	4	-4	2.8
CCn1c(P(C)(=O)O)nc2cc(NC(=O)c3ccccc3Cl)ccc21	-9	24*	2	0	6	-9	0	-6	-0.1
COc1ccc(C(C)(C)C)cc1S(=O)(=O)N1CCN(C)CC1	-16	-1	6	-6	-1	-6	0	-3	0.0
COc1ccc(/C=C(\NC(=O)c2ccccc2)C(=O)OC[C@@H]2CCC[N+]3(C)CCCCC23)cc1OC (stereo not given in full)	-20	-9	5	2	0	-12	0	-6	0.4
O=C(Nc1ccc2oc(=O)ccc2c1)c1ccc2ccccc2c1	-11	-13	-1	-4	6	-11	3	-2	1.4
O=C(c1ccc2snnc2c1)N1CCSCC1	-19	-11	9	-10	2	-8	0	-3	0.5
CCOC(=O)N1CCN(C(=O)CN(c2cccc(C)c2)S(=O)(=O)c2ccc(C)cc2)CC1	-19	-9	3	-2	4	-14	0	-5	0.9
C=CC(C)Sc1nc2c(c(=O)n(C)c(=O)n2C)n1Cc1ccccc1Cl (stereo not given)	-6	-2	4	-4	6	0	0	-3	0.2
NS(=O)(=O)c1ccc(CCNC(=O)CN2CCN(S(=O)(=O)c3ccccc3F)CC2)cc1	-9	-9	10	-16	-3	-3	0	-4	-0.1
COCC(=O)Nc1nnc(-c2cccs2)s1	-1	5	5	0	-9	-6	2	0	0.2
O=C(OCC(=O)N1CCCC1=O)C1CCN(S(=O)(=O)c2c(Cl)cccc2Cl)CC1	3	-11	12	-16	2	-5	2	-5	1.1
COc1cccc2c1C(=O)c1c(O)c3c(c(O)c1C2=O)CC(O)(C(=O)CO)CC3OC1CC(N(C)C)C(O)C(C)O1 (stereo not given)	/	12	-5	14	7	/	13	12	14
O=C(CSc1nnc(-c2ccc(O)cc2)o1)Nc1ccc2c(c1)OCCO2	-6	-4	2	2	-7	0	5	3	1.5
Cc1ccccc1N1CC(C(=O)N2CC(C)CC(C)C2)CC1=O (stereo not given)	-23	4	3	-4	-2	-10	2	-3	-0.1
COc1cccc(OC)c1C(=O)NC(C)c1ccccc1 (stereo not given)	1	13	-3	17	12	0	0	-3	-0.3
COc1ccccc1-c1cccc(-c2nc(C(=O)N3CCCCC3)cc3c2[C@H](CCO)N(S(=O)C(C)(C)C)C3)c1 (stereo not given in full)	/	13	-11	23	5	/	23	-4	5.2
Cc1ccc(C)c2[nH]c(=O)c(CCNC(=O)CC(C)C)cc12	-7	2	0	1	-9	2	0	-2	-0.1
CC1CC(C)CN(C(=O)CSC2=Nc3ccccc3C3=NC(Cc4c[nH]c5ccccc45)C(=O)N23)C1 (stereo not given)	-30	1	4	-1	8	0	5	-3	2.5
COc1ccccc1Oc1cc(-n2nc(C)cc2C)ncn1	-3	-2	3	-4	15	-3	-2	-9	-0.2
CC(=O)Nc1ccc(S(=O)(=O)NC2(C(F)(F)F)NC(=O)N(c3ccc(C)cc3)C2=O)cc1 (stereo not given)	1	-1	14	-5	7	-7	-1	1	0.2
CCNc1nc(N)nc(Oc2ccc(OCCOc3ccc(Cl)cc3Cl)nn2)n1	-14	-6	1	5	1	-3	1	-4	1.6
CCOCCCNC(=O)N[C@H](C(=O)OC)C(C)CC (stereo not given in full)	-7	0	8	-18	7	-4	0	-1	0.0
CC(NC(=O)COC(=O)Cc1ccsc1)c1ccccc1 (stereo not given)	-3	2	11	-10	-1	-1	0	-5	18*
COc1ccccc1C(=O)NCC(=O)NCCCN1CCOCC1	1	-2	-4	16	-3	-4	0	-4	-0.1
Cc1cc2c(cc1S(=O)(=O)NCCc1ccc(Cl)cc1)OCC(=O)N2	-6	-6	-5	16	8	-7	16	1	6.1
CCOc1ccc(NC(=O)CN(C)C(=O)c2ccc(NC3CC3)c([N+](=O)[O-])c2)cc1OCC	-18	9	-1	3	1	-3	0	-4	-0.6
C(=N\Nc1ncnc2sc3c(c12)CCC3)/c1cccs1	-28	-14	7	-13	-5	-2	-3	-7	0.0
COc1ccc(-c2nc(-c3ccc(NC(=O)c4ccc(Br)o4)cc3)no2)cc1OC	-21	0	-7	16	1	-9	4	-2	1.3
COc1ccc(-c2cn3cccnc3n2)cc1NC(=O)C1CC1	-1	-3	-3	2	26*	0	1	-3	-0.8
CCc1cc(Cn2nc(-c3ccccc3)cc2C(=O)NCc2cccc(C(F)(F)F)c2)on1	-8	-3	1	-11	5	-10	2	3	-0.2

Part of the list above, reduced to CHRM4 antagonist.
SMILES	CHRM4 antagonist
O=C(Nc1cc(C(F)(F)F)ccc1Cl)c1ccc(NC(=O)C(F)(F)F)cc1	-2
COc1cccc(NC(=O)c2nc(S(C)(=O)=O)ncc2Cl)c1	36*
